# IDE exosite inh: displaces the probe from the exo-site of human IDE; P14735; purified IDE, FL-6b probe fluorescence polarization; active compounds read low; z-score at 20 µM; 6.3% of 17,000 active;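 active means z-score of -3 or lower, meaning strong loss of probe binding signal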;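 further: His-tagged human IDE residues 42-1019 made in E. coli with 30 nM FL-6b probe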
# Target sequence (P14735 42-1019 limits assumed): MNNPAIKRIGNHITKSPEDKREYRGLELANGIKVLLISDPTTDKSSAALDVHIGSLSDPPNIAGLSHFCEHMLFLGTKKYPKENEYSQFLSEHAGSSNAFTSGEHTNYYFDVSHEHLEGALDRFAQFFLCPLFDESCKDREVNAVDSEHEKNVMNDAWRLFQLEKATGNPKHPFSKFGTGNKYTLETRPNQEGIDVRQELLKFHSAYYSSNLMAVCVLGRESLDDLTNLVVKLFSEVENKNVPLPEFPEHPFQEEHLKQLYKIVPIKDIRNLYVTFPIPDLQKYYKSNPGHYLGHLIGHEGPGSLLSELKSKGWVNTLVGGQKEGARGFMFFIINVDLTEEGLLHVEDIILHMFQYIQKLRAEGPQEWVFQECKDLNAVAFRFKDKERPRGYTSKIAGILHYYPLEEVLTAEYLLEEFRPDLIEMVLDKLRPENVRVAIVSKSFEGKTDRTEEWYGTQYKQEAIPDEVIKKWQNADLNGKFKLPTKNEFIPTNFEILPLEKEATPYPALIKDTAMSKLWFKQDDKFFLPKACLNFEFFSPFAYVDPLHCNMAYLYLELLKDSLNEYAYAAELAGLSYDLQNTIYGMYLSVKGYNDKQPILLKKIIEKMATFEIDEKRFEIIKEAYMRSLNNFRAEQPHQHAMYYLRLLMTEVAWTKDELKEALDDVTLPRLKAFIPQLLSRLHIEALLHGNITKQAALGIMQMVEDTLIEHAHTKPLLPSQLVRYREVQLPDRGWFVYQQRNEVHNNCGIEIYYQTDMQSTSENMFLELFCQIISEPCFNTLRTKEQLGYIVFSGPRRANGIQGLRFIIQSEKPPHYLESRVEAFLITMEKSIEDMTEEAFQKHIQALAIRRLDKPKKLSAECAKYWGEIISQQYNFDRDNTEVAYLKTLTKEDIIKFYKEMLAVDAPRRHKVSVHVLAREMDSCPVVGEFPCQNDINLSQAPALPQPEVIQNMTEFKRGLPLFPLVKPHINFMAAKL
# * hit, by the source's call; & = joins results of further samples. Only part of the results is shown. The share of hits here may be higher or lower than overall.
# A first look:
no.	SMILES	IDE exosite inh
1	CCCC#Cc1ccc([C@H]2[C@H]3CN(C(=O)NC4CCCC4)CC(=O)N3[C@H]2CO)cc1	-0.53
2	O=C(C[C@@H]1CC[C@@H]2[C@H](COC[C@H](O)CN2C(=O)Nc2ccc(F)cc2)O1)NC1CCC1	0.86
3	COCC(=O)N1C[C@@H]2[C@H](c3ccccc31)[C@H](CO)N2C(=O)c1ccccc1F	3.7
4	C[C@@H]1CN([C@@H](C)CO)C(=O)c2ccccc2-c2ccccc2CO[C@@H]1CN(C)C(=O)c1cc(Cl)cc(Cl)c1	0.76
5	COc1ccc2c3c([nH]c2c1)[C@H](CO)N(Cc1cccnc1)CC31CCN(C(=O)CN(C)C)CC1	-1.2
6	C[C@H]1CN([C@@H](C)CO)C(=O)c2cccc(N(C)C)c2O[C@H]1CN(C)C(=O)Nc1ccc(F)cc1	1.9

# All compounds of this part, repeating the preview:
no.	SMILES	IDE exosite inh
1	CCCC#Cc1ccc([C@H]2[C@H]3CN(C(=O)NC4CCCC4)CC(=O)N3[C@H]2CO)cc1	-0.53
2	O=C(C[C@@H]1CC[C@@H]2[C@H](COC[C@H](O)CN2C(=O)Nc2ccc(F)cc2)O1)NC1CCC1	0.86
3	COCC(=O)N1C[C@@H]2[C@H](c3ccccc31)[C@H](CO)N2C(=O)c1ccccc1F	3.7
4	C[C@@H]1CN([C@@H](C)CO)C(=O)c2ccccc2-c2ccccc2CO[C@@H]1CN(C)C(=O)c1cc(Cl)cc(Cl)c1	0.76
5	COc1ccc2c3c([nH]c2c1)[C@H](CO)N(Cc1cccnc1)CC31CCN(C(=O)CN(C)C)CC1	-1.2
6	C[C@H]1CN([C@@H](C)CO)C(=O)c2cccc(N(C)C)c2O[C@H]1CN(C)C(=O)Nc1ccc(F)cc1	1.9
7	Cc1cccc(-c2ccc([C@@H]3[C@H](CO)N4CCCCN(C(=O)NC(C)C)C[C@@H]34)cc2)c1	-11*
8	O=C(C[C@H]1CC[C@H](NC(=O)c2cccnc2)[C@@H](CO)O1)NCc1ccc(Cl)c(Cl)c1	-0.39
9	CCS(=O)(=O)N1[C@H](C#N)[C@H](c2ccc(C#CC(C)C)cc2)[C@@H]1CO	3.9
10	CC(=O)NC[C@@H]1[C@@H](c2ccc(C#Cc3ccccc3F)cc2)[C@@H](CO)N1C(C)=O	0.14
11	Cc1cccc(-c2ccc([C@H]3[C@@H](CO)N4CCCCN(S(=O)(=O)c5ccccc5F)C[C@@H]34)cc2)c1	-0.051
12	O=C(C1CCCCC1)N1CC(=O)N2[C@H](C1)[C@@H](c1ccc(-c3ccccc3F)cc1)[C@@H]2CO	-2.7
13	C[C@@H]1CN([C@@H](C)CO)C(=O)Cc2cc(NC(=O)C3CC3)ccc2O[C@@H]1CN(C)S(=O)(=O)c1cn(C)cn1	0.36
14	N#C[C@H]1[C@H](c2ccccc2C2=CCCCC2)[C@H](CO)N1C(=O)c1ccccn1	0.092
15	Cc1ccc(-c2ccc(C3[C@H]4CNC[C@@H]3N4S(=O)(=O)c3ccccc3F)cc2)cc1 (some centres not stated)	4.7
16	COc1ccccc1NC(=O)N1[C@H](C#N)[C@H](c2ccccc2)[C@H]1CO	0.44
17	C/C=C/c1ccc([C@H]2[C@@H](CO)N(C(=O)C3CCC3)[C@@H]2CNC(=O)NC(C)C)cc1	3.6
18	O=C(C1CCC1)N1CC(=O)N2[C@@H](CO)[C@@H](c3ccc(-c4cccnc4)cc3)[C@@H]2C1	-0.57
19	CC(C)CC#Cc1ccc([C@@H]2[C@H](CO)N3CCCCN(C(=O)Nc4ccccc4)C[C@@H]23)cc1	0.93
20	COCC(=O)N1[C@@H]2c3ccc(-c4ccncc4)c(=O)n3C[C@@H]2[C@@H](CO)[C@@H]1C(=O)Nc1ccccc1	0.62
21	COc1cccc(-c2ccc3c(c2)[C@@H]2[C@@H](CCN2C(=O)c2ccccc2F)[C@H](CO)N3C)c1	2
22	OC[C@H]1N[C@@H](CNCC2CCC2)[C@@H]1c1ccc(C2=CCCC2)cc1	2.5
23	Cc1ccccc1S(=O)(=O)N1[C@@H]2CNC[C@H]1C2c1ccc(-c2cccc(C#N)c2)cc1 (some centres not stated)	3.3&1.6
24	CN(C)CCCNC(=O)[C@@H]1[C@@H](CO)[C@@H]2Cn3c(ccc(-c4cccnc4)c3=O)[C@H]1N2C(=O)CC1CC1	0.31
25	COc1ccccc1-c1ccccc1[C@H]1[C@@H](C#N)N(C(=O)C2CC2)[C@H]1CO	1.9
26	CC(C)CC#Cc1ccc([C@@H]2[C@@H](CO)N3C(=O)CN(C(=O)Nc4ccc(F)cc4)C[C@H]23)cc1	2.4
27	CC(=O)NC[C@H]1[C@@H](c2ccc(-c3cccnc3)cc2)[C@H](CO)N1C(=O)C1CC1	0.075
28	CNC[C@@H]1OCc2ccccc2-c2ccccc2C(=O)N([C@@H](C)CO)C[C@@H]1C	0.08
29	CCCC#Cc1ccc([C@H]2[C@@H](CO)N3C(=O)CN(C(=O)Cc4cccnc4)C[C@H]23)cc1	-3
30	C[C@@H]1CCCCO[C@@H](CN(C)Cc2ccc3c(c2)OCO3)[C@@H](C)CN([C@@H](C)CO)C(=O)c2cc(NS(=O)(=O)c3cn(C)cn3)ccc2O1	0.51
31	N#Cc1ccc(-c2ccc([C@@H]3[C@H]4CN(C(=O)Nc5ccc(F)cc5)CCCCN4[C@H]3CO)cc2)cc1	-0.62
32	CN(C[C@H]1[C@H](c2ccccc2)[C@@H](CO)N1CC1CC1)C(=O)c1ccc(F)cc1	-0.13
33	O=C(c1cccnc1)N1CC2(C1)[C@H](c1ccccc1)[C@@H](CO)N2C(=O)CC1CC1	-0.68
34	N#C[C@H]1[C@@H](c2ccc(-c3cccnc3)cc2)[C@H](CO)N1C(=O)C1CC1	-1.4
35	CN(C)CC#Cc1ccc([C@@H]2[C@@H](CO)N3C(=O)CN(C(=O)c4cccnc4)C[C@@H]23)cc1	3.6
36	O=C(C[C@@H]1CC[C@H]2[C@@H](COC[C@H](O)CN2CCC(F)(F)F)O1)NCC1CC1	1.9
37	CS(=O)(=O)N1[C@@H](C#N)[C@@H](c2ccccc2-c2ccc(F)cc2)[C@@H]1CO	0.033
38	CCS(=O)(=O)NC[C@H]1[C@@H](c2ccccc2)[C@@H](CO)N1CC1CCCCC1	1.5
39	O=S(=O)(c1ccc(F)cc1)N1CCCCN2[C@H](C1)[C@H](c1ccc(-c3cncnc3)cc1)[C@@H]2CO	1.6
40	CCCC#Cc1ccc([C@@H]2[C@H]3CN(S(C)(=O)=O)CCCCN3[C@H]2CO)cc1	0.53
41	COCC(=O)Nc1ccc2c(c1)C(=O)N(C)[C@@H]1CC[C@@H](CC(=O)N3CCc4ccccc4C3)O[C@H]1CO2	-1
42	CN(C)C(=O)c1ccc(-c2ccc([C@H]3[C@@H](CO)N4CCCCN(C(=O)C5CC5)C[C@@H]34)cc2)cc1	-2.3
43	CCN(C[C@@H]1[C@@H](c2ccccc2)[C@H](CO)N1C(=O)C1CC1)C(=O)NC1CCCC1	1.4
44	Cc1cccc(S(=O)(=O)N2C[C@@H](O)COC[C@@H]3O[C@H](CC(=O)Nc4ccccc4)CC[C@H]32)c1	1.9
45	O=C(C[C@@H]1C=C[C@@H](NC(=O)Nc2ccc3c(c2)OCO3)[C@@H](CO)O1)NCCCN1CCOCC1	-0.82
46	CN1CCN(C(=O)C[C@H]2CC[C@H]3[C@@H](COC[C@H](O)CN3C(=O)c3ccccc3F)O2)CC1	0.32
47	O=C(Nc1cc(F)ccc1F)N1CCCCN2[C@H](C1)[C@H](c1ccc(-c3ccccc3)cc1)[C@@H]2CO	2.9
48	COc1cccc(-c2ccc3c(c2)[C@H]2[C@H](CCN2S(=O)(=O)c2cn(C)cn2)[C@H](CO)N3)c1	1.4
49	CCCC#Cc1ccc([C@H]2[C@@H](CO)N3CCCCN(S(=O)(=O)c4ccccc4C)C[C@@H]23)cc1	0.072
50	COCC(=O)N1[C@H](C#N)[C@@H](c2ccc(-c3cccc(F)c3)cc2)[C@@H]1CO	-0.64

# Quoted at random: 2 entries already listed, in no set order.
no.	SMILES	IDE exosite inh
47	O=C(Nc1cc(F)ccc1F)N1CCCCN2[C@H](C1)[C@H](c1ccc(-c3ccccc3)cc1)[C@@H]2CO	2.9
45	O=C(C[C@@H]1C=C[C@@H](NC(=O)Nc2ccc3c(c2)OCO3)[C@@H](CO)O1)NCCCN1CCOCC1	-0.82

# Later entries:
no.	SMILES	IDE exosite inh
51	COc1ccccc1-c1ccc([C@H]2[C@@H](C#N)N(C(=O)CN(C)C)[C@H]2CO)cc1	-3.7*
52	O=C(c1cccc(F)c1)N1CCCCN2[C@H](CO)[C@H](c3ccc(-c4cccnc4)cc3)[C@H]2C1	1.1
53	COc1ccc(C#Cc2ccc([C@@H]3[C@@H](CO)N4CCCCN(C)C[C@@H]34)cc2)cc1	0.079
54	O=C(c1ccc2c(c1)OCO2)N1CCCCN2[C@H](C1)[C@H](c1ccc(-c3ccccc3)cc1)[C@@H]2CO	1.4
55	COc1ccc2c3c(n(C)c2c1)[C@@H](CO)N(C(=O)Nc1ccc(F)cc1)CC31CN(C(=O)Cc2ccncc2)C1	0.58
56	O=C(c1cccc(F)c1)N1CCCCN2[C@H](CO)[C@@H](c3ccc(-c4ccccc4)cc3)[C@H]2C1	0.69
57	C[C@@H](NC(=O)C[C@H]1C=C[C@@H](NC(=O)c2cccnc2)[C@@H](CO)O1)c1ccccc1	-0.63
58	CN(C)CC(=O)N1[C@H](C#N)[C@@H](c2ccc(C#CC3CC3)cc2)[C@@H]1CO	3.9
59	CC(=O)N(C)C[C@H]1[C@H](c2ccc(-c3ccc(F)cc3)cc2)[C@@H](CO)N1C(C)=O	1.3
60	Cc1cccc(-c2ccc([C@H]3[C@@H](CO)N4CCCCN(C(=O)NC(C)C)C[C@H]34)cc2)c1	-13*
61	C[C@@H]1CCCCO[C@@H](CN(C)C(=O)c2ccncc2)[C@@H](C)CN([C@@H](C)CO)C(=O)c2cc(NC(=O)CCC(F)(F)F)ccc2O1	0.56
62	Cc1ccccc1S(=O)(=O)N1[C@H](C#N)[C@H](c2ccccc2)[C@H]1CO	0.65
63	COCC(=O)N1C[C@H]2[C@@H](c3ccccc31)[C@@H](CO)N2Cc1cc(F)ccc1F	1.4
64	O=C(Nc1ccccc1)N1CCCCN2[C@H](CO)[C@H](c3ccc(-c4ccccc4)cc3)[C@H]2C1	-0.68
65	Cc1ccccc1S(=O)(=O)N1CC(=O)N2[C@H](CO)[C@@H](c3ccc(C#CCN(C)C)cc3)[C@H]2C1	0.23
66	Cc1cccc(-c2ccc([C@@H]3[C@@H](CO)N4CCCCN(CCC(F)(F)F)C[C@H]34)cc2)c1	-2.9
67	O=C(Nc1ccc(F)cc1)N1CC(=O)N2[C@H](C1)[C@@H](c1ccc(Br)cc1)[C@@H]2CO	0.23
68	CC(C)NC(=O)N(C)C[C@@H]1Oc2ccc(NC(=O)Cc3ccccc3)cc2CC(=O)N([C@@H](C)CO)C[C@@H]1C	1.5
69	C[C@H](CO)N1C[C@H](C)[C@H](CN(C)CC2CC2)Oc2ccc(NC(=O)CCC(F)(F)F)cc2CC1=O	-0.14
70	O=C(C[C@H]1CC[C@@H](NC(=O)C2CCOCC2)[C@@H](CO)O1)NCC1CCCCC1	2.6
71	O=C(c1ccc(F)cc1)N1CC(=O)N2[C@H](C1)[C@@H](c1ccc(C#CCC3CCCC3)cc1)[C@@H]2CO	-0.57
72	CN1CCCCN2[C@H](CO)[C@H](c3ccc(-c4ccc(F)cc4)cc3)[C@@H]2C1	0.079
73	OC[C@@H]1[C@@H](c2ccc(C#CC3CCCC3)cc2)[C@H]2CN(CCC(F)(F)F)CCCCN12	1.7
74	O=C(O)C[C@H]1C=C[C@H](NC(=O)Nc2cc(F)ccc2F)[C@H](CO)O1	0.036
75	CCC(=O)N1CC(=O)N2[C@H](CO)[C@@H](c3ccc(-c4ccccc4C)cc3)[C@H]2C1	-4*
76	O=C(NC1CCCCC1)N1CC(=O)N2[C@@H](CO)[C@@H](c3ccc(C4=CCCC4)cc3)[C@@H]2C1	2.3
77	CCC(=O)N1[C@H](CN(CC)C(=O)c2ccc(F)cc2)[C@H](c2ccccc2)[C@@H]1CO	2.1
78	CCC(=O)N1C[C@@H](O)COC[C@H]2O[C@H](CC(=O)NCc3ccc(Oc4ccccc4)cc3)CC[C@@H]21	-1.8
79	C[C@H]1CN([C@@H](C)CO)C(=O)c2cc(-c3ccncc3)cnc2O[C@@H]1CN(C)C(=O)CN1CCOCC1	0.01
80	CCCNC(=O)N1[C@H](C#N)[C@@H](c2ccc(-c3ccccc3F)cc2)[C@@H]1CO	-0.15
81	CCCC#Cc1ccc([C@H]2[C@H]3CN(S(=O)(=O)Cc4ccccc4)CCCCN3[C@H]2CO)cc1	4.3
82	CC(C)CC#Cc1ccc([C@H]2[C@@H](CO)N3C(=O)CN(C(=O)Cc4cccnc4)C[C@H]23)cc1	-0.35
83	CC(C)(O)C#Cc1ccc([C@@H]2[C@H](CO)N3CCCCN(S(C)(=O)=O)C[C@@H]23)cc1	1.3
84	COc1ccccc1NC(=O)N1C[C@@H](O)COC[C@@H]2O[C@H](CC(=O)N3CCC(Cc4ccccc4)CC3)CC[C@H]21	1.2
85	C[C@H](CO)N1C[C@H](C)[C@@H](CN(C)S(=O)(=O)c2ccc([N+](=O)[O-])cc2)OCc2ccccc2-c2c(n(C)c3ccccc23)C1=O	-0.45
86	COc1ccc(-c2cn(CC[C@@H]3CC[C@@H](NC(=O)c4cnccn4)[C@@H](CO)O3)nn2)cc1	2.3
87	C[C@@H]1CN([C@@H](C)CO)C(=O)c2ccccc2-c2ccccc2CO[C@H]1CN(C)C(=O)Nc1ccc(-c2ccccc2)cc1	-2.4
88	COc1cccc(C#Cc2ccc3c(c2)[C@H]2[C@H](CCN2C(=O)c2ccccc2F)[C@H](CO)N3)c1	2.1
89	COCC(=O)N1CCCCN2[C@H](CO)[C@@H](c3ccc(-c4ccccc4)cc3)[C@H]2C1	0.76
90	Cc1ccccc1S(=O)(=O)N1CCCCN2[C@@H](CO)[C@H](c3ccc(-c4cccc(F)c4)cc3)[C@@H]2C1	2.6
91	CCC(=O)N1[C@@H](CO)[C@@H](c2ccccc2)C12CN(C(=O)c1ccc3c(c1)OCO3)C2	0.67

# Screening results from PubChem.
